Growth percent in the NCI-60 one-dose screen (48 h, 10 µM unless noted): 100 = growth as untreated, 0 = no growth, -100 = all killed.
BT-549 = BT-549 breast cancer; actives 4.4% (n = 78,000); AID 1794793
MCF7 = MCF7 breast cancer | AID 1794796 | actives 6.3% (n = 82,000)
MALME-3M = MALME-3M melanoma; actives 5.8% (n = 78,000); AID 1794766
LOX IMVI = LOX IMVI melanoma; actives 7.4% (n = 79,000); AID 1794757
T-47D = T-47D breast cancer; actives 5% (n = 79,000); AID 1794792
HS 578T = HS 578T breast cancer | actives 4.1% (n = 78,000) | AID 1794788
UACC-62 = UACC-62 melanoma; actives 5.4% (n = 81,000)
UACC-257 = UACC-257 melanoma | actives 4.4% (n = 78,000)
Starred values were filed as active, the others as inactive; nt = not tested or not shown; & = joins results of further samples; [ ] = dose if it differs, or a comment. How the source made its calls: active means growth percent below 10; inactive means the rest.

entry	compound	UACC-62	T-47D	MCF7	MALME-3M
1	S=c1[nH]c(Cl)c(Cl)cc1Cl	101	111	107	102
2	Cc1c(Cl)cccc1Nc1ncccc1C(=O)O	104	101	89	88
3	O=C(Nc1cccc(Cl)c1)OCCOC(=O)Nc1cccc(Cl)c1	64	83	55	74
4	O=C(Nc1ccccc1)OCC1COC(c2ccccc2)(c2ccccc2)O1 (stereo unspecified)	90	99	110	142
5	COc1cc(-c2nc3c(ncc4ccc(=O)[nH]c43)s2)cc(OC)c1OC	111	97	90	105
6	COc1ccc(/C=c2\nc3n(-c4ccccc4)c4n(n-3c2=O)C(=O)CN=4)cc1	100	nt	102	98
7	Cc1cn2c(/C=C/C(=O)c3c(F)cccc3F)c(-c3ccc(Cl)cc3)nc2s1	87	74	88	109
8	COc1ccc(-c2nn(C(=O)c3cc(OC)c(OC)c(OC)c3)cc2N)cc1	82	93	61	101
9	COc1ccc(-c2nn3c(-c4ccccc4F)nnc3s2)cc1	51	46	37	66
10	C[C@H]1[C@H](C)CC[C@]2(C(=O)O)CC[C@]3(C)C(=CC[C@@H]4[C@@]5(C)C/C(=C/O)C(=O)C(C)(C)[C@@H]5CC[C@]43C)[C@H]12	56	75	99	80

entry	LOX IMVI	HS 578T	BT-549	UACC-257
1	101	98	96	103
2	114	217	78	nt
3	70	71	96	97
4	91	109	106	98
5	84	92	110	113
6	94	115	106	105
7	98	92	89	70
8	84	76	92	98
9	60	74	51	86
10	94	104	95	87

The listing continues.
entry	compound	UACC-62	T-47D	MCF7	MALME-3M
11	COc1cccc(C2CC(=O)Nc3c(-c4cccc(F)c4)nsc32)c1 (stereo unspecified)	85	89	94	86
12	Cc1cc(=O)oc2cc(OCCn3c(C)nn(-c4ccc(Cl)cc4)c3=O)ccc12	43	47	16	33
13	NC(=O)N(Cc1ccccc1)Cc1ccccc1	105	105	122	nt
14	OC1(c2ccc(F)cc2)CCCCC1	108	101	107	104
15	COc1ccc(-n2c(-c3ccccc3)c(-c3ccccc3)c3c(SCC(=O)n4[nH]c(C)cc4=O)ncnc32)cc1	78	71	74	97
16	COc1cc(/C=C/c2cc(/C=C/c3ccc(O)c(OC)c3)n(-c3ccccc3)c(=O)n2)ccc1O	70	71	41	90
17	O=C1CCC(=O)N1	101	108	105	109
18	O=C(Nc1nc2ccccc2s1)Nc1ccccc1Cl	94	68	69	80
19	Cc1cc(O)c2c(c1O)C(=O)C13C(=C2O)C(=O)C2C(O)C1C1C(O)C3C(=O)C3=C(O)c4c(O)cc(C)c(O)c4C(=O)C321 (stereo unspecified)	-48*	-1.7*	4.6*	-2.8*
20	Nc1nc(-c2ccccc2)c(N=Nc2ccc(Cl)cc2Cl)s1	-50*	25	-29*	-47*

entry	LOX IMVI	HS 578T	BT-549	UACC-257
11	93	108	72	99
12	48	35	57	23
13	99	119	116	104
14	95	102	103	116
15	90	91	88	102
16	61	70	57	89
17	101	102	105	106
18	79	23	129	99
19	8.0*	-55*	-53*	8.7*
20	-99*	-28*	-47*	-2.4*

(continued)
entry	compound	UACC-62	T-47D	MCF7	MALME-3M
21	C=CCn1c(SCC(=O)Nc2ccc(C(=O)/C=C/c3cc(OC)c(OC)c(OC)c3)cc2)nnc1-c1cc(-c2ccccc2)nc2ccccc12	75	72	21	99
22	CC(C(O)c1cc2c(c3ccccc13)CCCC2)N1CCOCC1 (stereo unspecified)	89	92	95	102
23	Cc1nn(-c2ccccc2)c(N2CCOCC2)c1/C=N/N=c1\sc2ccccc2n1C	71	52	68	99
24	CC(C)=CC/C=C(/C)[C@H]1CC[C@]2(C)[C@@H]1CC[C@@H]1[C@@]3(C)C/C(=C/c4cccc([N+](=O)[O-])c4)C(=O)C(C)(C)[C@@H]3CC[C@]12C	100	96	90	97
25	NC(=O)c1n[nH]c(=S)[nH]c1=O	97	104	118	nt
26	COc1cccc(OC)c1C(=O)Nc1cccc(-c2cc(=O)c3ccccc3o2)c1	85	89	88	105
27	Cc1ccccc1/C=C1/SC(N2CCN(c3ccccc3)CC2)=NC1=O	90	100	86	104
28	S=C(N/N=C/c1ccc(Cl)cc1)N/N=C/c1ccc(Cl)cc1	103	97	82	120
29	COc1ccc(C2OC(Cn3nnnc3-c3ccccc3)=NN2C(C)=O)cc1 (stereo unspecified)	93	96	101	91
30	O=C(OCc1cc(=O)c(OC(=O)c2ccccc2)co1)c1ccccc1	101	104	98	121

entry	LOX IMVI	HS 578T	BT-549	UACC-257
21	52	83	85	93
22	95	47	96	110
23	58	91	81	88
24	94	106	102	107
25	102	114	nt	141
26	102	97	102	110
27	97	95	93	104
28	110	107	113	105
29	103	107	97	102
30	99	119	112	106

Going on with the list.
entry	compound	UACC-62	T-47D	MCF7	MALME-3M
31	CCOC(=O)N1CCC(CN(Cc2ccc(Cl)cc2)Cc2ccc([N+](=O)[O-])s2)C1 (stereo unspecified)	54	53	84	111
32	COc1ccccc1OCC(=O)Nc1sc2c(c1C(N)=O)CCC2	50	62	28	92
33	N#Cc1cnn(-c2cc(=O)[nH]c3ccc(Br)cc23)c1N	98	nt	91	99
34	COc1ccc(N=c2ssc(SC)c2-c2ccccc2)cc1	78	84	93	86
35	Clc1ccc(-c2cc(-c3ccccc3)nc(Nc3nc4ccccc4[nH]3)n2)cc1	105	94	87	131
36	O=c1nc(Nc2cccc([N+](=O)[O-])c2)sc2ccccc12	82	50	35	118
37	Oc1ccc(/C=N/Nc2ccc3nnc(-c4ccccc4)n3n2)cc1	83	84	28	87
38	CC(=O)CC(C)=O	118	102	109	107
39	O=C(O)c1ccccc1SSc1ccccc1C(=O)O	101	95&104	97&100&96	94&110
40	CC(=O)/C(=C/N1CCNC1=S)C(=O)Nc1ccccc1C	99	96	99	100

entry	LOX IMVI	HS 578T	BT-549	UACC-257
31	93	84	79	77
32	50	55	86	nt
33	96	104	88	99
34	94	104	97	96
35	103	107	96	113
36	85	82	96	103
37	49	87	nt	101
38	90	116	119	111
39	104&96&96	98&106&93	105	97&90&89
40	98	104	106	99

(next part)
entry	compound	UACC-62	T-47D	MCF7	MALME-3M
41	OCc1n(Cc2ccc3ccccc3c2)cc[n+]1Cc1ccc2ccccc2c1	13	31	62	38
42	N#Cc1c(-c2ccccc2)nc(NCCO)[nH]c1=O	103	89	92	102
43	C=CC(=O)Nc1ccc(Oc2nccc(Nc3nnc(-c4ccccc4)s3)n2)cc1	86	73	67	103
44	C/C(=C(/C)C1CC1CCNC1CN(C(=O)OC(C)(C)C)C1)c1ccccc1 (stereo unspecified)	100	102	100	107
45	O=C(O)C(SC(C(=O)O)c1ccccc1)c1ccccc1 (stereo unspecified)	95	nt	96	nt
46	O=C1/C(=C/c2ccc(OCc3cccc(Cl)c3)cc2)Oc2cc(O)ccc21	45	38	36	52
47	Cc1ccc(C(=O)Nc2cc(-c3ccccc3)cc(C(F)(F)F)c2)cc1C#Cc1cnc2cccnn12	46	42	40	39
48	C=CCOC(=O)C1=C(C)NC2=C(C(=O)CC(C)(C)C2)C1c1ccc(F)cc1 (stereo unspecified)	79	83	94	109
49	S=c1c2ccccc2nc2n1CCc1c-2[nH]c2ccccc12	64	37	43	54
50	CC(C)(c1ccccc1)c1cc(O)c(C(C)(C)c2ccccc2)cc1O	21	-1.0*	12	48

entry	LOX IMVI	HS 578T	BT-549	UACC-257
41	45	66	31	18
42	92	105	100	110
43	84	84	109	109
44	105	111	119	113
45	99	113	101	104
46	24	29	42	32
47	39	85	139	66
48	105	85	102	94
49	nt	8.2*	50	66
50	33	47	21	11

(further entries)
entry	compound	UACC-62	T-47D	MCF7	MALME-3M
51	CC(C)(C)C#C/C(=N\Nc1ccc([N+](=O)[O-])cc1[N+](=O)[O-])c1ccccc1	96	85	78	131
52	COc1ccc(/C=N/NC(=O)c2ccccn2)c(OC)c1OC	103	93	97	102
53	COc1ccc(OC)c2cc3ccccc3cc12	99	103	76	109
54	COc1ccccc1CNC(=O)C1CSC2c3ccccc3C(=O)N12 (stereo unspecified)	103	99	102	109
55	CCCCOc1ncnc2c1CC(C)c1cc(O)ccc1N2C (stereo unspecified)	81	35	87	102
56	CCOC(=O)c1[nH]c2c(c1C)C(=O)CSC2	72[100 µM]	44[100 µM]	69[100 µM]	122[100 µM]
57	COc1ccc(NC(=O)CSc2oc(-c3ccccc3)nc2S(=O)(=O)c2ccc(C)cc2)c(OC)c1	62	64	96	96
58	COC(=O)c1cccc2c1C(=O)c1cc([N+](=O)[O-])ccc1-2	90	90	84	115
59	CCOC(=O)CSSCC(=O)OCC	98	94	95	112
60	CC(C)CCC[C@@H](C)[C@H]1CC[C@H]2[C@@H]3CC=C4C[C@@H](OS(=O)(=O)O)CC[C@]4(C)[C@H]3CC[C@]12C	104	87	106	108

entry	LOX IMVI	HS 578T	BT-549	UACC-257
51	99	108	106	100
52	105	95	86	98
53	95	120	115	105
54	100	96	110	75
55	82	75	83	nt
56	75[100 µM]	67[100 µM]	55[100 µM]	106[100 µM]
57	98	90	108	88
58	94	96	95	102
59	111	nt	110	94
60	94	107	111	112

Following part
entry	compound	UACC-62	T-47D	MCF7	MALME-3M
61	N#Cc1ccccc1-c1ccc(CN2CCN(c3nsc4ccccc34)CC2)cc1	83	70	72	107
62	CCN1C(=O)N(CC)C2C1NN=c1s/c(=C\c3ccccc3)c(=O)n12 (stereo unspecified)	24	71	16	41
63	O=C(O)c1ccc(Nc2ccnc(SCC(=O)c3ccc(C(F)(F)F)cc3)n2)cc1	88	110	94	70
64	ON=C1Cc2ccccc2C1	113	96	107	122
65	CCOC(=O)c1ncc(-c2cc(C(F)(F)F)cc(C(F)(F)F)c2)c(NC2CCCCCC2)n1	95	80	86	82
66	Cc1nn(-c2ccc(Cl)cc2)c2c1C(c1ccc(Cl)cc1)C(C#N)=C(N)O2 (stereo unspecified)	93	95	96	107
67	CC(=O)c1ccc(NC(=O)NCn2c(=O)[nH]c3ccccc3c2=O)cc1	81	83	83	93
68	N#Cc1c(N2CCCC2)nc2sc3cc(Cl)c(Cl)cc3n2c1=N	87	84	61	109
69	Cc1cc(Br)ccc1S(=O)(=O)c1ccccc1	89	93	107	138
70	CCOC(=O)c1cc2cc(C)ccc2[nH]1	81	90	95	93

entry	LOX IMVI	HS 578T	BT-549	UACC-257
61	98	92	109	101
62	16	17	13	46
63	99	90	92	93
64	117	109	nt	117
65	95	92	98	85
66	95	103	102	102
67	93	97	159	99
68	95	98	104	115
69	97	106	106	95
70	93	121	100	106

(more compounds)
entry	compound	UACC-62	T-47D	MCF7	MALME-3M
71	O=[N+]([O-])c1ccc(/C=N/Nc2ccc(S(=O)(=O)O)cc2)cc1	111	110	100	nt
72	NS(=O)(=O)c1ccc(Nc2ccnc(SCC(=O)c3ccc(Br)cc3)n2)cc1	92	71	92	107
73	CNC(=O)c1cc(N2CCc3c2ccc(NC(=O)Nc2cc(C(F)(F)F)cc(C(F)(F)F)c2)c3F)ccn1	81	89	87	90
74	Fc1ccc(NC(=S)c2ccccc2)cc1	89	96	94	96
75	O=c1oc2ccccc2cc1Cl	104	93	97	95

entry	LOX IMVI	HS 578T	BT-549	UACC-257
71	99	nt	105	110
72	101	96	nt	97
73	94	80	112	101
74	112	101	90	99
75	115	nt	110	96

Rewritten screen by screen: entries from further up.
#31 CCOC(=O)N1CCC(CN(Cc2ccc(Cl)cc2)Cc2ccc([N+](=O)[O-])s2)C1 (stereo unspecified)
#32 COc1ccccc1OCC(=O)Nc1sc2c(c1C(N)=O)CCC2
#33 N#Cc1cnn(-c2cc(=O)[nH]c3ccc(Br)cc23)c1N
#34 COc1ccc(N=c2ssc(SC)c2-c2ccccc2)cc1
#35 Clc1ccc(-c2cc(-c3ccccc3)nc(Nc3nc4ccccc4[nH]3)n2)cc1
#36 O=c1nc(Nc2cccc([N+](=O)[O-])c2)sc2ccccc12
#37 Oc1ccc(/C=N/Nc2ccc3nnc(-c4ccccc4)n3n2)cc1
#38 CC(=O)CC(C)=O
#39 O=C(O)c1ccccc1SSc1ccccc1C(=O)O
#40 CC(=O)/C(=C/N1CCNC1=S)C(=O)Nc1ccccc1C

| entry no. | 31 | 32 | 33 | 34 | 35 | 36 | 37 | 38 | 39 | 40 |
| --- | --- | --- | --- | --- | --- | --- | --- | --- | --- | --- |
| UACC-62 | 54 | 50 | 98 | 78 | 105 | 82 | 83 | 118 | 101 | 99 |
| T-47D | 53 | 62 | nt | 84 | 94 | 50 | 84 | 102 | 95&104 | 96 |
| MCF7 | 84 | 28 | 91 | 93 | 87 | 35 | 28 | 109 | 97&100&96 | 99 |
| MALME-3M | 111 | 92 | 99 | 86 | 131 | 118 | 87 | 107 | 94&110 | 100 |
| LOX IMVI | 93 | 50 | 96 | 94 | 103 | 85 | 49 | 90 | 104&96&96 | 98 |
| HS 578T | 84 | 55 | 104 | 104 | 107 | 82 | 87 | 116 | 98&106&93 | 104 |
| BT-549 | 79 | 86 | 88 | 97 | 96 | 96 | nt | 119 | 105 | 106 |
| UACC-257 | 77 | nt | 99 | 96 | 113 | 103 | 101 | 111 | 97&90&89 | 99 |

#41 OCc1n(Cc2ccc3ccccc3c2)cc[n+]1Cc1ccc2ccccc2c1
#42 N#Cc1c(-c2ccccc2)nc(NCCO)[nH]c1=O
#43 C=CC(=O)Nc1ccc(Oc2nccc(Nc3nnc(-c4ccccc4)s3)n2)cc1
#44 C/C(=C(/C)C1CC1CCNC1CN(C(=O)OC(C)(C)C)C1)c1ccccc1 (stereo unspecified)
#45 O=C(O)C(SC(C(=O)O)c1ccccc1)c1ccccc1 (stereo unspecified)
#46 O=C1/C(=C/c2ccc(OCc3cccc(Cl)c3)cc2)Oc2cc(O)ccc21

| entry no. | 41 | 42 | 43 | 44 | 45 | 46 |
| --- | --- | --- | --- | --- | --- | --- |
| UACC-62 | 13 | 103 | 86 | 100 | 95 | 45 |
| T-47D | 31 | 89 | 73 | 102 | nt | 38 |
| MCF7 | 62 | 92 | 67 | 100 | 96 | 36 |
| MALME-3M | 38 | 102 | 103 | 107 | nt | 52 |
| LOX IMVI | 45 | 92 | 84 | 105 | 99 | 24 |
| HS 578T | 66 | 105 | 84 | 111 | 113 | 29 |
| BT-549 | 31 | 100 | 109 | 119 | 101 | 42 |
| UACC-257 | 18 | 110 | 109 | 113 | 104 | 32 |
